High-throughput results (PubChem BioAssay)
Anthrax LF inh2 – blocks Bacillus anthracis lethal factor protease. P15917. multiplex microsphere protease cleavage assay, LF. inhibition, % at 10 µM. hit rate 0.12% among 360,000. AID 588501; further: plate controls were buffer without enzyme for full effect and enzyme alone for no effect
Target sequence (P15917 whole entry, looked up): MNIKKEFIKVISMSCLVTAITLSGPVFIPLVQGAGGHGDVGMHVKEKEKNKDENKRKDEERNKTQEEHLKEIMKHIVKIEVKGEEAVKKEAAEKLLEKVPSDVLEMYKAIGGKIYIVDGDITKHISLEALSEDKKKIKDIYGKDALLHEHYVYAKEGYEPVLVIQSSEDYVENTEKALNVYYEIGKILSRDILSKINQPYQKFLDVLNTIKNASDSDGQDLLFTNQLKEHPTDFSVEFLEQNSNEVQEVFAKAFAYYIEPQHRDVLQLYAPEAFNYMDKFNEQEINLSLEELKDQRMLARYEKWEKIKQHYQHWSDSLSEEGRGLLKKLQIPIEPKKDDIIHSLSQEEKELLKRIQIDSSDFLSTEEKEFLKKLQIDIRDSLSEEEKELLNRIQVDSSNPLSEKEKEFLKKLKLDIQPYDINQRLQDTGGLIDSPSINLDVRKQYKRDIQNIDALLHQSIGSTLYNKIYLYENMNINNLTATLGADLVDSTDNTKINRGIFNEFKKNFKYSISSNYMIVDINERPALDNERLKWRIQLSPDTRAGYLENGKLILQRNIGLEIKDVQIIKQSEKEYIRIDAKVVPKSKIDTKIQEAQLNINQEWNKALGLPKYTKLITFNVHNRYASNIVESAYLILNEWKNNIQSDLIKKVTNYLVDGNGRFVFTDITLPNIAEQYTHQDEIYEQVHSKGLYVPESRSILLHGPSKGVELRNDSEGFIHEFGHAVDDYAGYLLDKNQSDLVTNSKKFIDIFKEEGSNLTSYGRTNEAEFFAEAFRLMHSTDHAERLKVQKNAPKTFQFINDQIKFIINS
Mtb FBA inh – Mtb fructose-bisphosphate aldolase inhibition | purified M. tuberculosis FBA, fluorescence read-out | inhibition, % at 1 µM | hit rate 2.3% among 360,000 | AID 588726; in the data active means inhibition above about 27%;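 further: 0% = vehicle and 100% = reference inhibitor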
UGM FP inh – Mtb UDP-galactopyranose mutase inhibition; P9WIQ1; hit rate 0.06% among 320,000; AID 504406; purified UGM, fluorescence polarization probe displacement; inhibition, % at 10 µM; in the data active means inhibition above about 10%, passing the limit was not always enough; inconclusive means no clear call, values can overlap the other calls
BioA inh – blocks M. tuberculosis BioA enzyme activity; hit rate 0.096% among 360,000; purified M. tuberculosis BioA enzyme, plate reader; inhibition, % at 9.99 µM; in the data active means inhibition above about 40%; inconclusive means no clear call, values can overlap the other calls
PfHsp40 rescue – restores yeast growth despite PfHsp40 toxicity; S. cerevisiae expressing PfHsp40, growth rescue, ATP luminescence; growth rescue, % at 12.5 µM; hit rate 0.68% among 340,000; in the data active means growth rescue above about 28%, passing the limit was not always enough; inconclusive means no clear call, values can overlap the other calls;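 further: yeast W303a lacking pdr1 and pdr3 grown in galactose medium; growth measured after three days at 30 °C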
BoNT-F LC inh – blocks Botulinum neurotoxin F light chain protease; Multiplex microsphere protease cleavage assay, flow cytometry; inhibition, % at 10 µM; hit rate 0.22% among 360,000; in the data active means inhibition above about 35%, passing the limit was not always enough; inconclusive means no clear call, values can overlap the other calls; further: plate controls were buffer without enzyme for full effect and enzyme alone for no effect
GDH-TPI counter – counter-screen for M. tuberculosis FBA inhibitors: GDH-TPI coupled enzymes. GDH-TPI coupled enzyme counterscreen, NADH absorbance. inhibition, % at 4.8 µM. hit rate 1.2% among 360,000. AID 588335; in the data active means inhibition above about 30%;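 further: 0% = DMSO wells and 100% = wells lacking the enzyme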
BoNT-A LC inh2 – BoNT A light chain protease inhibition. AID 588499. multiplex microsphere protease substrate cleavage, flow cytometry. inhibition, % at 10 µM. hit rate 0.17% among 360,000; further: plate controls were buffer without enzyme for full effect and enzyme alone for no effect
FadD28 FP inh – M. tuberculosis FadD28 bisubstrate binding inhibition | FadD28 bisubstrate probe binding, fluorescence polarization | inhibition, % at 12.5 µM | hit rate 0.22% among 360,000; in the data active means inhibition above about 8.5%, passing the limit was not always enough; inconclusive means no clear call, values can overlap the other calls
Numbers without * were called inactive; ? = inconclusive; . = not tested or not shown. Unless noted, no stated cut-off is given here; in the data, active means inhibition above about 30%; inconclusive means no clear call, values can overlap the other calls; inactive means below that.

SMILES	Anthrax LF inh2	Mtb FBA inh	UGM FP inh	BioA inh	PfHsp40 rescue	BoNT-F LC inh	GDH-TPI counter	BoNT-A LC inh2	FadD28 FP inh
COc1ccc(C2/C=C\CN(S(=O)(=O)c3ccc4ccccc4c3)CC(=O)N2Cc2ccc(F)cc2)cc1 (configuration not stated)	1	3	1.3	-1.1	-0.9	6	-3	0.6	-4.0
COc1ccc(N(CC(=O)N2CCCCCC2)S(C)(=O)=O)cc1Cl	-4	0	-0.6	0.2	-0.3	8	-3	-0.6	-3.0
COc1cccc(NC(=O)C(=O)NCCC2CCCCN2S(=O)(=O)c2ccccc2)c1 (configuration not stated)	-1	1	-1.0	-0.9	-0.9	1	6	-0.7	-0.7
N#C/C(=C1/CCCCCN1)c1nc2ccccc2s1	0	2	2.0	-1.1	-0.8	10	14	1.8	-0.9
CSc1nnc2c(n1)OC(c1cccn1C)N(C(C)=O)c1ccccc1-2 (configuration not stated)	-3	-2	0.3	1.0	0.0	2	6	0.5	-0.9
N/C(Cc1ccc([N+](=O)[O-])cc1)=N\OC(=O)COc1ccc2ccccc2c1	-5	2	-1.0	0.1	1.1	-4	8	-1.0	-1.6
COCCc1nnc(NC(=O)C(C)C)s1	.	2	-1.3	.	-0.2	.	-1	.	-0.6
Brc1ccc(N/N=C(/N=Nc2nn[nH]n2)c2ccccc2)cc1	-3	-8	4.4	.	-1.1	-4	3	-2.3	13*
Cc1nc(-c2ccc(S(=O)(=O)Nc3ccccc3C)cc2)co1	3	0	-0.7	-0.7	-0.3	1	10	1.1	-0.1
C=CCN1C(=O)C2C(C(=O)NC3CCCC3)C3(C)C=CC2(O3)C1C(=O)NC1CCCC1 (configuration not stated)	-3	4	1.6	0.7	1.6	2	5	-1.3	-0.4
Oc1ccc2nnc3c(Br)cnn3c2c1	-22	-15	-2.2	-25	-0.4	16	8	-2.2	0.1
COc1ccc(NC(=O)c2cccnc2N2CCCCC2)cc1	-2	-1	-0.5	5.3	-1.4	2	19	0.4	-0.1
CCn1cc(/C=C(\NC(=O)c2ccccc2Cl)C(=O)NCCN2CCOCC2)c2ccccc21	0	-5	2.9	.	-0.1	-6	22	-1.9	0.7
O=C(CN(C(=O)CNC(=O)c1ccco1)c1ccc2c(c1)OCO2)NC1CCCCC1	-4	1	-0.3	0.0	-0.2	-4	10	-0.6	-0.4
O=C1C2C(C(=O)N1c1ccncc1)C1C=CC2C12CC2 (configuration not stated)	-2	-2	0.4	-0.1	16	0	1	-0.3	-1.5
Cc1cc(=O)n2[nH]c(SCc3ccccc3Cl)nc2n1	2	-1	0.0	-0.7	.	-11	6	1.7	-2.3
O=C(CCc1ccccc1)Nc1nnc(-c2cccs2)o1	4	8	3.8	8.7	-0.9	-9	7	-0.1	-3.1
O=C(NNc1nc2c(F)cc(F)cc2s1)C1=COCCO1	3	-1	-2.9	.	-0.1	4	0	-0.9	-1.1
Cc1ccccc1C(N)=O	2	6	.	-1.6	0.3	-7	9	0.5	1.9
Cc1ccc(CCC2C3=C(CCCC3=O)OC3=C2C(=O)CCC3)cc1	0	-2	-1.4	-2.5	-1.4	-4	2	2.2	-0.7

Next part; it opens with the 4 that closed the last part.
SMILES	Anthrax LF inh2	Mtb FBA inh	UGM FP inh	BioA inh	PfHsp40 rescue	BoNT-F LC inh	GDH-TPI counter	BoNT-A LC inh2	FadD28 FP inh
O=C(CCc1ccccc1)Nc1nnc(-c2cccs2)o1	4	8	3.8	8.7	-0.9	-9	7	-0.1	-3.1
O=C(NNc1nc2c(F)cc(F)cc2s1)C1=COCCO1	3	-1	-2.9	.	-0.1	4	0	-0.9	-1.1
Cc1ccccc1C(N)=O	2	6	.	-1.6	0.3	-7	9	0.5	1.9
Cc1ccc(CCC2C3=C(CCCC3=O)OC3=C2C(=O)CCC3)cc1	0	-2	-1.4	-2.5	-1.4	-4	2	2.2	-0.7
Cc1cc(C)c(NC(=O)Cn2nnc(C(=O)NCCc3ccccc3)c2N)c(C)c1	-4	3	0.9	-2.6	0.6	-7	-4	-2.2	-1.8
COc1ccc(O/C(=N\S(=O)(=O)c2ccccc2)c2ccccc2)cc1	-2	-4	2.0	.	-0.8	-1	1	-1.0	-0.7
CC1(C)Cc2cccc(OCC(=O)NCCOc3ccccc3)c2O1	-2	0	-2.7	1.4	-0.1	0	0	-0.7	0.1
CCCc1nc2ccccc2c(=O)n1-c1ccc(OC)cc1	0	4	1.8	0.2	0.7	2	-2	-0.2	-0.7
O=C(COc1ccc(Cl)cc1)OCC(=O)c1ccc[nH]1	-3	-1	3.0	-0.4	-1.7	-6	6	-1.2	-1.9
COc1ccc(C(=O)COC(=O)Cn2cnc3ccccc3c2=O)c(OC)c1	3	-1	-0.4	.	-1.3	-2	-4	1.7	-4.0
CCOC(=O)/C(=C/c1ccccc1)NC(=O)c1ccco1	-1	1	-0.5	-0.2	-0.8	-5	0	-0.2	-1.1
C=CCn1c(SCC(=O)Nc2cccc(S(N)(=O)=O)c2)nnc1C1CCCCC1	-8	5	.	-4.3	-0.9	0	-14	-1.0	0.4
CCn1nc(C(=O)NNS(=O)(=O)c2ccc(C)cc2)c2ccccc2c1=O	1	-1	3.5	-0.9	1.2	-4	1	-0.1	-1.8
C/C(=N/Nc1nc(-c2ccc(Cl)cc2)cs1)c1cccs1	-6	-13	-5.7	-3.3	-0.2	-37	-6	-0.2	-1.2
C/C(=N\NC(=O)COc1cc(C)cc(C)c1)c1cccc(NC(=O)C2CCC2)c1	-5	-2	-0.6	0.1	1.0	3	1	-0.2	-2.3
CCOc1ccccc1N1Cc2cc(C)c(C)cc2C1	-23	-2	-5.2	-1.2	1.1	-27	5	3.5	-4.0
Cn1cccc1CNC1CCCC1	3	0	2.1	-0.5	-1.0	-12	0	0.1	-2.6
COc1cccc(C(=O)OCC(=O)Nc2cc(C)on2)c1OC	-3	1	0.9	-0.9	0.5	-4	6	0.0	-0.1
COc1cccc(CN2CCN(S(=O)(=O)c3ccccc3)CC2)c1OC	.	1	1.1	-0.9	.	.	2	.	-2.2
COc1ccc(-c2csc(Nc3ccccc3)[n+]2CC(O)c2ccc([N+](=O)[O-])cc2)cc1 (configuration not stated)	1	1	0.3	-0.3	4.0	-11	1	-0.6	-3.9
N#CC1(NC(=O)CSc2n[nH]c(-c3ccccc3)n2)CCCCC1	-4	1	0.1	0.0	-0.4	-4	2	4.3	-0.8
Cc1nc2ccc(NC(=O)c3ccc(F)c(S(=O)(=O)N4CCOCC4)c3)cc2s1	1	-1	0.8	0.0	-0.4	0	7	0.6	1.8
CC(C)C[C@@H](CN(C)N=O)N(C[C@H](Cc1ccccc1)N(CCc1ccccc1)N=O)N=O	-2	3	0.4	-3.3	0.6	2	12	-0.2	-2.4
CC1(C(=O)NCc2cccc3ccccc23)CCN1Cc1cc2ccccc2o1 (configuration not stated)	-2	-1	.	0.2	.	-1	-5	-0.7	-2.3
Cn1c(SCC(=O)NC2CCCC2)nnc1-c1ccccn1	-4	3	3.1	-1.7	-1.6	1	-1	1.3	1.6
COc1ccc(OCCC(=O)OCC(=O)Nc2cccc(S(=O)(=O)N3CCCCC3)c2)cc1	5	-3	4.4	-0.4	0.0	1	0	-0.3	-3.5
CC1(C)CC2CC(C)(CN2C(=O)c2cc(-c3ccc(F)cc3)on2)C1 (configuration not stated)	1	0	-1.5	-0.3	0.2	-2	9	0.1	.
O=C1c2ccccc2C(=O)c2c(NCc3cccnc3)cccc21	-9	3	-1.6	-7.4	-0.7	0	-3	6.1	2.6
COc1ccc(NC(=O)Nc2ccc3c(c2)N(C)C(=O)CS3)cc1Cl	-8	0	-2.7	-2.2	-0.5	-13	-1	-0.9	-0.3
CC(C)CN(C(=O)CCNC(=O)c1ccc(Cl)cc1)c1c(N)n(CC(C)C)c(=O)[nH]c1=O	-10	4	-1.9	-1.2	0.3	3	19	-0.7	0.0
Cn1cc(/C=C2\SC(=O)N(c3ccc(O)cc3)C2=O)c2ccccc21	-11	-3	2.5	-1.9	-2.0	-9	16	-0.2	-3.0
Cc1ccc(OCCN(C)C)c([N+](=O)[O-])c1	0	3	-1.3	0.4	-1.9	7	8	0.7	-2.4
CCN(CC)c1nc2nonc2nc1N(CC)CC	11	-1	-0.3	-1.4	1.2	-3	14	-0.5	-3.6
Clc1ccc(Cl)c2sc(N3CCOCC3)nc12	-2	-3	-0.6	0.9	0.4	13	1	-0.5	-1.1
Cc1cc(NC(=O)CSc2nnc(-c3ccccc3)o2)no1	2	2	-1.3	.	-1.1	-10	-7	-2.8	-2.7
COc1ccc(Nc2nc(N3CCOCC3)nc(N3CCOCC3)n2)cc1	-8	1	-0.9	16	-0.4	7	9	3.9	-1.4
CC1CCN(CC(=O)NCCc2ccc(F)cc2)CC1	8	-1	0.1	.	0.3	1	3	-0.6	-2.0
CCc1nc(Nc2ccc(O)cc2)c2oc3ccccc3c2n1	-9	-4	-3.3	.	0.2	-9	21	0.2	6.1
CCCC(=O)Nc1cccn(Cc2ccccc2Br)c1=O	2	4	-3.8	0.6	-1.3	-12	7	0.1	-2.7
CSc1ncccc1C(=O)OCC(=O)c1ccc(S(=O)(=O)N2CCCCC2)cc1	1	-3	0.2	-1.6	-0.2	1	-10	-0.3	-3.1
Cc1cc(C)c(C(=O)NNC(=O)c2cccnc2)c(C)c1	-3	0	3.2	-1.4	-0.2	2	-5	-2.2	-2.1
CC(NC(=O)Nc1cccnc1)(C(F)(F)F)C(F)(F)F	-7	0	0.0	-0.5	0.0	5	-9	1.9	0.9
Cn1c(NC(=O)c2ccccc2F)c(-c2cccs2)c(=O)c2ccccc21	8	0	-0.5	.	-0.5	?	43*	-7.0	-2.2
CCN(CC)C(=O)CN(c1cccc(Br)c1)S(C)(=O)=O	-2	-2	-0.7	-1.3	-1.3	9	-11	-0.1	-4.0
O=C(NCc1ccc(F)cc1)c1ccc(CS(=O)(=O)c2ccc(Br)cc2)o1	-1	-2	-2.8	-3.5	0.5	-3	16	-0.3	-1.5
CN(C)S(=O)(=O)c1cccc(NC(=O)COC(=O)c2ccc3ccccc3n2)c1	0	2	0.9	-0.6	0.7	-6	-9	-7.1	-3.8
COc1ccc(C)cc1NC(=O)COC(=O)c1c(C)noc1C	-3	-1	0.4	-1.4	0.1	-5	-5	-0.3	-4.0
CCNC(=O)c1ccc(C23CC4CC(CC(C4)C2)C3)o1	1	-2	-0.8	0.8	-0.2	2	2	-0.4	-4.7
Cc1cc2nc(Sc3c([N+](=O)[O-])nc(C)n3Cc3ccccc3)[nH]c2cc1C	-1	-1	0.6	.	0.0	-8	4	-1.4	-0.4
CC(C)CC(=O)Nc1nc2ccc(S(C)(=O)=O)cc2s1	0	-3	-1.3	-0.7	-2.5	0	1	-0.2	-3.5
CCCN1CCN(CCCNC(=O)CCCn2nc(C)c3sc4ccccc4c3c2=O)CC1	-1	4	-1.4	0.7	0.3	6	13	1.0	0.2
Cc1ccc(NC(=O)C(C)SCc2ccccc2)cc1 (configuration not stated)	2	2	2.0	0.3	2.1	-12	-21	0.0	1.7
O=C(CCNS(=O)(=O)c1ccccc1)N1CCCCCC1	5	1	-2.2	0.3	0.1	-4	7	-2.7	-1.1
O=C(O)CC1CC(O)CCC1=O (configuration not stated)	-10	2	.	.	.	7	.	-0.9	-1.3
COCCNC(=O)C1(C)CCN(C(=O)c2cc(C(C)(C)C)nn2C)C1 (configuration not stated)	-8	2	.	-0.6	.	-2	0	0.0	-0.4
CCOc1ccc(NC(=O)CC(c2ccccc2)c2ccc(F)cc2)cc1 (configuration not stated)	0	0	-0.1	.	-0.5	1	3	0.5	-2.3
CC(C)CNc1c2c(nc3ccccc13)CCC2	-2	0	2.2	0.7	0.7	?	21	0.0	-2.9
COC(=O)CCC(=O)NNC(=O)c1cccc(Cl)c1	-2	-1	-0.7	-1.7	0.9	-7	6	-6.4	-1.7
CC(C)C(NC(=O)c1ccc(C(C)(C)C)cc1)C(=O)NCCc1ccccn1 (configuration not stated)	-2	2	.	0.8	0.7	0	-4	-0.4	-1.2
